Screens (PubChem BioAssay)
CIT2-GFP yeast – modulators of TOR pathway CIT2-GFP in S. cerevisiae. GFP response vs DMSO, % at 10 µM. hit rate 0.065% among 320,000. AID 2029. S. cerevisiae CIT2-GFP strain, flow cytometry, 3 h; 100 means same as DMSO wells;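 active means GFP response relative to DMSO above a set limit, near the screen mean plus 3 SD, cut at about 150% in these data; inconclusive means Fewer than 70 cells measured for a yeast strain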;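 further: ratio of well median GFP fluorescence to mean of DMSO wells on the plate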
JMJD2C inh – inhibitors of human GASC-1 (JMJD2C) demethylase; Q9H3R0; GST-JMJD2C(1-420) H3K9me3 demethylation, DELFIA europium; inhibition, % at 2.35 µM; hit rate 0.069% among 330,000;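 active means more than half of a compound's replicate wells show inhibition beyond 50%, single wells judged on their own value; inconclusive means some, but no more than half, of replicates pass 50% inhibition; inactive means no replicate passes 50% inhibition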;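 further: signal counts dimethyl H3K9 product captured on neutravidin plate; 0% = median of DMSO wells and 100% = 0.3 times that DMSO median; strong numbers were not always called active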
AGP1-GFP MLPCN – alters AGP1-GFP fluorescence in TOR pathway yeast screen. S. cerevisiae AGP1-GFP multiplex flow cytometry, 3 h; GFP as percent of DMSO wells. GFP response vs DMSO, % at 10 µM. hit rate 0.02% among 320,000. AID 2066;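 active means GFP response relative to DMSO above a set limit, near screen average plus 3 SD, cut at about 150% in these data; inconclusive means fewer than 70 cells counted for the yeast strain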;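 further: median GFP channel fluorescence of the gated AGP1 strain per well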
RPL19A TOR yeast – alters RPL19A-GFP fluorescence in TOR pathway yeast screen; hit rate 0.3% among 330,000; S. cerevisiae RPL19A-GFP strain, flow cytometry, 3 h; hits give low values; percent response vs DMSO, % at 10 µM;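 active means percent response vs DMSO below 50%; inconclusive means fewer than 70 events counted for the yeast strain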;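 further: median channel GFP fluorescence of the barcoded RPL19A-GFP strain; ratio of sample median GFP to plate DMSO average so 100% = DMSO; lower means less RPL19A-GFP as with rapamycin TOR inhibition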
MEP2 TOR yeast – yeast TOR pathway MEP2-GFP modulation; S. cerevisiae MEP2-GFP strain, flow cytometry GFP, 3 h; 100% = DMSO control level; GFP response vs DMSO, % at 10 µM; hit rate 0.51% among 330,000; AID 2016;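 active means GFP response versus DMSO above a set limit, roughly screen mean plus 3 SD, cut at about 180% in these data; inconclusive means fewer than 70 cells counted for a yeast strain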;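 further: median GFP fluorescence of the barcode-gated MEP2-GFP cells per well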
VLA-4 inh – inhibition in a human VLA-4 binding assay; VLA-4 expressing cells, ligand binding flow cytometry; hit rate 0.2% among 330,000; P13612; inhibition, % (about 7 µM as worked out from the volumes in the protocol); AID 2557; in the data active means inhibition above about 50%
GRK2 inh – blocks RNA aptamer binding to human GRK2. P25098. bead flow cytometry, FAM-aptamer displacement from GRK2. inhibition of aptamer binding, % at 10 µM. hit rate 0.59% among 330,000. AID 488847;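 active means inhibition of aptamer binding above 40%, roughly 3 SD of noise, on plates passing a quality check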;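 further: median bead fluorescence of bound FAM aptamer so fluorescent compounds give negative values; no value below 0 was filed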
Target sequence (P25098 whole entry, looked up): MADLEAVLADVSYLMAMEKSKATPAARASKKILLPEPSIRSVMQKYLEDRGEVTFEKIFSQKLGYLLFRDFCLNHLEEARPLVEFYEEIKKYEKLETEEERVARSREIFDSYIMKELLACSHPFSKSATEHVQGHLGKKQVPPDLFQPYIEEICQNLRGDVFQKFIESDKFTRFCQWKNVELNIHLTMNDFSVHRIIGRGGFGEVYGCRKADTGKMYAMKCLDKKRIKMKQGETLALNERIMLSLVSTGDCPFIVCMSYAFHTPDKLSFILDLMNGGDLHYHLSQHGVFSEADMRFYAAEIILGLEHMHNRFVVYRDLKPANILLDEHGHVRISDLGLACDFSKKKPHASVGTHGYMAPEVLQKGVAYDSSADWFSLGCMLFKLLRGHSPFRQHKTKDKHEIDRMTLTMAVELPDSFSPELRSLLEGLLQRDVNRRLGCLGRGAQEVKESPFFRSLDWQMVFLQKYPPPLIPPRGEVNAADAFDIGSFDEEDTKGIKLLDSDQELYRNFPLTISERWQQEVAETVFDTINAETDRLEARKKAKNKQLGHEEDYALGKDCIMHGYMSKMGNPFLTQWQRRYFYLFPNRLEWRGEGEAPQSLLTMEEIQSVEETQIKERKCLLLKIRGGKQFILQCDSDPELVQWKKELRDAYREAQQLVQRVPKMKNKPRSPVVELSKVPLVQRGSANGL
LAP4 TOR yeast – modulators of TOR pathway LAP4-GFP in S. cerevisiae. S. cerevisiae LAP4-GFP multiplex, flow cytometry GFP, 3 h; median GFP as percent of DMSO wells. GFP response vs DMSO, % at 10 µM. hit rate 0.34% among 320,000. AID 2023;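 active means GFP response vs DMSO above a set limit, about the screen mean plus 3 SD, cut at about 150% in these data; inconclusive means under 70 cell events counted for the yeast strain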
* = called active by the depositor; i = inactive; ? = inconclusive; / = not tested or not shown; [ ] = remark or other dose.

SMILES	CIT2-GFP yeast	JMJD2C inh	AGP1-GFP MLPCN	RPL19A TOR yeast	MEP2 TOR yeast	VLA-4 inh	GRK2 inh	LAP4 TOR yeast
CC(C)C(=O)NC(c1ccco1)c1ccc2cccnc2c1O (stereo not drawn)	114	2	99	98	99	0	1	103
Cc1ccc(S(=O)(=O)NCCc2nc3ccccc3[nH]2)cc1	85	4	97	86	94	2	7	81
Cc1nc2ccccn2c1/C(O)=C1\C(=O)C(=O)N(CCN2CCOCC2)C1c1cccs1 (stereo not drawn)	110	1	111	107	106	-8	2	107
CCOC(=O)c1oc2ccc(S(=O)(=O)n3nc(-c4ccc(OC)cc4)cc3N)cc2c1C	92	-14	101	100	95	2	0	99
COc1cc(C(=O)N/N=C/c2ccc(OC(=O)c3ccccc3Cl)c(OC)c2)ccc1O	82	-1	91	124	108	-3	0	72
CC(C)CN(C(=O)COC(=O)c1cccnc1Cl)c1c(N)n(Cc2ccccc2)c(=O)[nH]c1=O	102	-13	91	90	93	-8	1	88
CN(C(=O)c1ccc(NC(=O)Cc2ccc(NC(=O)C3CCN(C(=O)CCc4ccccc4)CC3)cc2)cc1)C1CC1	105	/	104	100	96	-5	0	112
O=C(Nc1ccccc1Cl)c1ccn[nH]1	98	0	95	89	96	17	0	98
COc1ccc(C(=O)N/N=C2/SCC(=O)N2Cc2ccc3c(c2)OCO3)cc1OC	98	-1	104	99	105	7	0	102
CCCCNC(=O)c1sc(=S)n2c1[nH]c(=O)c1ccc(C(=O)NCCc3ccc(OC)c(OC)c3)cc12	113	6	113	112	106	-2	1	119
C(=C\c1ccccc1)/C=N/Nc1ccc2nncn2n1	97	-7	100	103	103	9	1	105
Cc1cc(C(=O)Nc2ccon2)c(C)o1	98	-11	106	105	97	2	1	104
CC1CCC/C(=C\c2ccc(O)cc2)C1=O (stereo not drawn)	76	-4	80	96	94	0	0	101
COc1ccc(S(=O)(=O)C(C#N)c2nc3ccccc3nc2N2CCC(C)CC2)cc1 (stereo not drawn)	103	9	98	99	110	-13	1	98
N=c1sccn1CC(=O)Nc1ccc(S(N)(=O)=O)cc1	99	10	102	102	102	4	0	99
Cc1sc(NC(=O)CN(C(=O)c2ccccc2F)C2CCCC2)c(C(N)=O)c1C	97	3	100	97	99	-8	1	97
CN(C)C(CNC(=S)Nc1ccccc1)c1cccnc1 (stereo not drawn)	97	-7	101	102	96	9	1	103
COc1cccc(-c2nnc(NC(=O)C3CCCCC3)o2)c1	93	-8	96	103	94	38	4	94
O=c1cc(-c2ccc([N+](=O)[O-])cc2)nc2cc(-c3ccc(Cl)cc3)[nH]n12	89	-20	95	98	96	-3	58*	94
CCOc1cccc2sc(NC(=O)CC)nc12	96	4	97	95	105	-1	0	108
O=S(CC1CC1(Cl)Cl)CC1CC1(Cl)Cl (stereo not drawn)	82	0	81	90	88	22	3	83
COc1ccc(C(CNC(=O)COc2ccc(C)c(C)c2)N2CCCCC2)cc1 (stereo not drawn)	115	2	104	103	105	-10	0	93
COc1ccc(C(=O)Nc2nnc(-c3ccccc3)s2)cc1	99	-7	96	100	105	1	1	95
COc1ccccc1OCC(=O)NNC(=O)c1cccs1	76	-23	90	87	74	-3	1	89
COc1cccc(CC(=O)Nc2sc3c(c2C(N)=O)CCCC3)c1	107	-5	108	103	106	9	0	104
SMILES	CIT2-GFP yeast	JMJD2C inh	AGP1-GFP MLPCN	RPL19A TOR yeast	MEP2 TOR yeast	VLA-4 inh	GRK2 inh	LAP4 TOR yeast
O=C(CSc1ccc(Cl)cc1)NCC1CCCO1 (stereo not drawn)	104	-2	109	102	101	13	0	99
CC1(C)CC(=O)C(C=NCCN2CCN(C3CC(=O)N(c4ccc(Cl)c(Cl)c4)C3=O)CC2)=C(O)C1 (stereo not drawn)	98	1	105	102	95	16	1	101
c1ccc(-c2ccc(SCc3cccnc3)nn2)nc1	106	3	104	98	93	11	0	97
Cc1nc(N2CCN(c3ccccn3)CC2)c2c(C)c(C(=O)Nc3ccc(Br)cc3C)sc2n1	82	-1	74	87	88	-6	1	125
N/C(=N\OC(=O)CSc1ccccc1)c1cccc([N+](=O)[O-])c1	103	-1	99	106	101	3	0	94
O=C(OCc1nnn(Cc2ccccc2)c1-c1c(COC(=O)c2ccccc2)nnn1Cc1ccccc1)c1ccccc1	88	/	81	91	84	-48	11	122
CCOc1ccc(S(=O)(=O)NCCC(=O)N(CC)CC(=O)Nc2c(F)cccc2F)cc1	100	-11	107	99	106	-4	0	104
CC(=O)Nc1cc(C(=O)N2CCCC2)ccc1Sc1ccc(C)cc1	105	-1	109	99	102	4	0	91
O=C(NNc1ccccc1Cl)C(O)(c1cccc(C(F)(F)F)c1)c1cccc(C(F)(F)F)c1	109	-16	104	109	103	23	0	92
COC(=O)COc1c(/C=C\c2nc(O)c([N+](=O)[O-])c(=O)[nH]2)cccc1OC	108	8	104	105	108	5	2	93
C=CCc1ccccc1OCCNCCCOC	112	5	106	104	107	-3	2	101
COc1ccc(CCNC(=O)[C@H](C)N2C(=O)N3CCc4c([nH]c5ccccc45)[C@@]3(C)C2=O)cc1	100	1	99	98	92	-19	2	105
CCCn1c(SCC(=O)NCC(=O)Nc2ccc(F)c(F)c2F)nc2ccccc2c1=O	94	7	91	96	96	1	5	100
Cc1cccc(N2CCN(C(=S)NCc3ccco3)CC2)c1C	88	-11	90	103	98	18	0	96
CC(=O)C1=C(O)C(=O)N(CC#N)C1c1cccs1 (stereo not drawn)	82	68	93	102	100	14	2	85
CC1CCN(c2ccc(/C=N\Nc3nncn3N)cc2[N+](=O)[O-])CC1	90	10	90	97	97	-5	0	94
CN(C)CC(=O)Nc1cc(C(F)(F)F)ccc1Cl	93	-2	/	91	86	-10	0	91
COCC(C)n1c(C)cc(C(=O)COC(=O)CCc2nc3ccccc3c(=O)[nH]2)c1C (stereo not drawn)	99	7	100	97	92	-11	0	96
Cc1cccc(C)c1NC(=O)CSc1nc(C)c(CC(=O)c2ccc(Br)cc2)c(C)c1C#N	?	2	23[may fluoresce violet]	67[may fluoresce violet]	228*[may fluoresce violet]	0	0	66[may fluoresce violet]
CCOC(=O)C1CCN(C(=O)CN2C(=O)c3cccnc3Oc3ccccc32)CC1	100	-3	105	102	97	10	1	107
COc1cc(C(=O)NCc2nnc(SCC(=O)N3CCC(C)CC3)o2)cc(OC)c1OC	101	27	102	101	109	2	2	/
Clc1ccc(Nc2ccc3ccccc3n2)cc1	82	26	94	94	99	3	/	108
Cc1c(NC(=S)NC(=O)CC(C)C)c(=O)n(-c2ccccc2)n1C	101	-5	97	100	97	15	1	100
O=C1Nc2c(Br)cc(Br)cc2C1(O)N1CCOCC1 (stereo not drawn)	107	-6	97	105	101	-3	29	95
Cc1ccc(-c2cc(C(=O)N3CCCc4ccccc43)no2)cc1	96	7	97	104	108	24	1	96

Six records drawn at random from the list so far:
SMILES	CIT2-GFP yeast	JMJD2C inh	AGP1-GFP MLPCN	RPL19A TOR yeast	MEP2 TOR yeast	VLA-4 inh	GRK2 inh	LAP4 TOR yeast
CC1(C)CC(=O)C(C=NCCN2CCN(C3CC(=O)N(c4ccc(Cl)c(Cl)c4)C3=O)CC2)=C(O)C1 (stereo not drawn)	98	1	105	102	95	16	1	101
Cc1nc(N2CCN(c3ccccn3)CC2)c2c(C)c(C(=O)Nc3ccc(Br)cc3C)sc2n1	82	-1	74	87	88	-6	1	125
O=C(CSc1ccc(Cl)cc1)NCC1CCCO1 (stereo not drawn)	104	-2	109	102	101	13	0	99
CC(=O)Nc1cc(C(=O)N2CCCC2)ccc1Sc1ccc(C)cc1	105	-1	109	99	102	4	0	91
O=C(NNc1ccccc1Cl)C(O)(c1cccc(C(F)(F)F)c1)c1cccc(C(F)(F)F)c1	109	-16	104	109	103	23	0	92
C=CCc1ccccc1OCCNCCCOC	112	5	106	104	107	-3	2	101

Returning to the listing; the 3 compounds before the break are reprinted first.
SMILES	CIT2-GFP yeast	JMJD2C inh	AGP1-GFP MLPCN	RPL19A TOR yeast	MEP2 TOR yeast	VLA-4 inh	GRK2 inh	LAP4 TOR yeast
Cc1c(NC(=S)NC(=O)CC(C)C)c(=O)n(-c2ccccc2)n1C	101	-5	97	100	97	15	1	100
O=C1Nc2c(Br)cc(Br)cc2C1(O)N1CCOCC1 (stereo not drawn)	107	-6	97	105	101	-3	29	95
Cc1ccc(-c2cc(C(=O)N3CCCc4ccccc43)no2)cc1	96	7	97	104	108	24	1	96
CO/N=C/c1c(-c2ccc(Cl)cc2)nc2cc(C)ccn12	78	2	96	99	90	17	0	103
CC(OC(=O)c1cccs1)C(=O)NCc1ccc2c(c1)OCO2 (stereo not drawn)	106	-24	106	101	103	2	0	113
Cc1ccc(S(=O)(=O)NC(C(=O)N2CCOCCOCCOCCOCC2)c2ccccc2)cc1 (stereo not drawn)	89	-10	91	103	106	21	2	96
CCC(C(=O)Nc1nc(C)c(C(=O)OC)s1)c1ccccc1 (stereo not drawn)	100	7	108	99	100	-5	3	109
CCOC(=O)c1cc(-c2ccc(OC(F)F)cc2)nc2nc(SC)[nH]c(=O)c12	101	1	106	100	105	-9	0	99
CC(C)Cn1c(N)c(C(=O)COC(=O)c2nccnc2N)c(=O)n(C)c1=O	95	0	98	98	98	11	0	100
C=CCSc1nnc(NC(=O)COc2ccc3ccccc3c2)s1	102	130	101	101	105	-1	0	106
CC(C)(C)[C@H]1COC(=O)[C@@H](Cc2ccc(F)cc2)C/C=C\C[C@@H](CC(=O)N[C@@H](CO)Cc2ccccc2)C(=O)N1	92	13	93	92	92	-15	0	86
CCc1cc(C(=O)O)c(NC(=O)/C=C/c2ccc(OC)cc2)s1	101	-3	100	105	105	-6	0	97
CN(C)C(=O)c1ccccc1Sc1ccc(Cl)cc1Cl	105	13	98	103	99	26	1	96
CC(=O)c1cccc(NC(=O)C(C)OC(=O)Cc2c[nH]c3ccccc23)c1 (stereo not drawn)	102	4	103	98	106	-13	3	103
O=C(NC1CCCCC1)c1ccc(-n2cnnn2)cc1	95	2	102	97	102	7	0	104
CCC(/C=C1\Sc2ccc(OC)cc2N1CCO)=C\c1sc2ccc(OC)cc2[n+]1CCO	105	-1	101	96	98	i	100*	115
COc1ccc2nc(SCC(=O)N3CCCCC3)c(C#N)cc2c1	105	0	113	106	108	4	1	112
CCOC(=O)c1c(NC(=S)N2CCCCC2)sc2c1CCN(C(=O)OCC)C2	87	1	91	92	92	2	1	107

No enrichment for hits (roughly 1.7% active in at least one column).
